MBD2 inh: inhibitors of MBD2 binding to methylated DNA, primary screen, biochemical, TR-FRET, DNA-binding domain, human. inhibition, % at 4.4 µM. MBD2 binding to methylated oligonucleotide. 370,000 tested, 0.31% active. Methyl-CpG-binding domain protein 2 (Homo sapiens), Q9UBB5; in the data active = inhibition above about 13%
Target sequence (Q9UBB5 whole entry, looked up, the tested form may be a part): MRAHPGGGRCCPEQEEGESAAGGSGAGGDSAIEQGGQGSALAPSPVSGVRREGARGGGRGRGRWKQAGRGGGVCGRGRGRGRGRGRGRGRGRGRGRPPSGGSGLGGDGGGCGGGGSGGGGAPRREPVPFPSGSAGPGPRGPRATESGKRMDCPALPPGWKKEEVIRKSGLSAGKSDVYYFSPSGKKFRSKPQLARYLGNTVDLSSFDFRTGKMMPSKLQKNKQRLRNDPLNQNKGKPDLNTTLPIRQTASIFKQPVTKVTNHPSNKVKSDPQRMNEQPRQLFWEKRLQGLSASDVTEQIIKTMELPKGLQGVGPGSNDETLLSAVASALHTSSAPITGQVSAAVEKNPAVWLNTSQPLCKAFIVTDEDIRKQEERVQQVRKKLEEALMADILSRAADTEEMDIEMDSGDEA
PLCg1 inh: PLC-gamma1 enzyme inhibitors, primary screen, biochemical, fluorescence, purified enzyme. 1-phosphatidylinositol 4,5-bisphosphate phosphodiesterase gamma-1 (Homo sapiens), P19174. fluorogenic substrate. inhibition, % at 12.2 µM. 370,000 tested, 0.84% active. AID 720700, 2013; in the data active = inhibition above about 9.5%
PLCb3 inh: human PLC-beta3 inhibitors, primary screen, biochemical, fluorescence; inhibition, % at 12.2 µM; 370,000 tested, 0.18% active; Purified PLC-beta3, fluorogenic substrate; 1-phosphatidylinositol 4,5-bisphosphate phosphodiesterase beta-3 (Homo sapiens), Q01970; in the data active = inhibition above about 11%;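 also: 0% = median of compound wells on plate and 100% = full blocker control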
ADAM17 inh: ADAM17 inhibitors, primary screen, biochemical, QFRET; recombinant ADAM17, EDANS/DABCYL FRET peptide cleavage; AID 720648, 2013; 370,000 tested, 0.83% active; inhibition, % at 6.95 µM;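 active = inhibition above the mean of compounds lying between control limits plus 3 SD, set per campaign, cut at about 8.5% in these data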;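 also: 0% = DMSO-only wells as the low control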
DAX1 inh-1: DAX1 (NR0B1) inhibitors, primary screen, cell-based, HEK293, Gal4-DAX1, luciferase luminescence; HEK293 Gal4-DAX1 luciferase reporter; inhibition, % at 6.75 µM; Nuclear receptor subfamily 0 group B member 1 (Homo sapiens), P51843; AID 504766, 2011; 340,000 tested, 0.99% active;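 active = inhibition above the mean over all tested compounds plus 3 SD, cut at about 4.2% in these data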;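 also: 0% = DAX1-transfected cells with DMSO and 100% = empty-vector control cells with DMSO; inhibition shows as a rise in luminescence from relieved DAX1 repression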
DAX1 inh-2: DAX1 (NR0B1) inhibitors on StAR promoter, primary screen, cell-based, luminescence, SF-1 (NR5A1), full-length DAX-1; HEK293T StAR-luciferase reporter, SF-1/DAX-1 repression relief; inhibition, % at 6.8 µM; 370,000 tested, 1.1% active; AID 652010, 2013;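 active = inhibition above the mean over all tested compounds plus 3 SD, cut at about 3.6% in these data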;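 also: 0% = DAX-1 cells with DMSO and 100% = cells lacking DAX-1 with DMSO; higher inhibition means more luminescence from relief of DAX-1 repression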
hcDAF12 agonist: H. contortus DAF-12 nuclear receptor activators, primary screen, cell-based, luminescence, HEK293, lit1-tk-luc reporter. activation, % at 6.8 µM. HEK293 hcDAF-12 lit1-tk-luc reporter; 0% DMSO, 100% Δ7-dafachronic acid. 370,000 tested, 1.4% active;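 active = activation above the mean of all tested compounds plus 3 SD, cut at about 5.5% in these data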;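 also: 100% = response to 3 µM Δ7-dafachronic acid high control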
SMARCA2 act: SMARCA2 (BRM) function activators, primary screen, cell-based, luminescence, high throughput | AID 652017, 2013 | activation, % at 9.1 µM | MG213 cells, MMTV-luciferase reporter, dexamethasone, overnight | 370,000 tested, 1% active; in the data active = activation above about 7.8%;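 also: 0% = vehicle wells and 100% = reference activator wells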
hgDAF12 agonist: H. glycines DAF-12 receptor agonists, primary screen, cell-based, luminescence, HEK293, GAL4 fusion, UAS-luciferase | activation, % at 6.8 µM | HEK293 GAL4-hgDAF12 UAS-luciferase reporter, agonist luminescence; normalized to butyrate control | AID 687014, 2013 | Nuclear hormone receptor DAF-12 (Heterodera glycines), GAL4 fusion | 370,000 tested, 1.8% active;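 active = activation above a cutoff set at the mean of all screened compounds plus 3 SD, cut at about 10% in these data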;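 also: 0% = DMSO wells and 100% = sodium butyrate wells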
NR1D1 modulator: modulators of Rev-erb alpha DNA binding, primary screen, biochemical, FITC-DNA, fluorescence polarization, uHTS; Nuclear receptor subfamily 1 group D member 1 (Homo sapiens), P20393; Rev-erbα–FITC-DNA binding, 90 min; activity, % at 10 µM; 370,000 tested, 0.79% active;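 active = activity above about 14%, limit read from the data; passing the limit was not always enough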;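 also: 0% = DMSO wells with 35 nM protein and 100% = DMSO wells with 750 nM protein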
Target sequence (P20393 whole entry, looked up): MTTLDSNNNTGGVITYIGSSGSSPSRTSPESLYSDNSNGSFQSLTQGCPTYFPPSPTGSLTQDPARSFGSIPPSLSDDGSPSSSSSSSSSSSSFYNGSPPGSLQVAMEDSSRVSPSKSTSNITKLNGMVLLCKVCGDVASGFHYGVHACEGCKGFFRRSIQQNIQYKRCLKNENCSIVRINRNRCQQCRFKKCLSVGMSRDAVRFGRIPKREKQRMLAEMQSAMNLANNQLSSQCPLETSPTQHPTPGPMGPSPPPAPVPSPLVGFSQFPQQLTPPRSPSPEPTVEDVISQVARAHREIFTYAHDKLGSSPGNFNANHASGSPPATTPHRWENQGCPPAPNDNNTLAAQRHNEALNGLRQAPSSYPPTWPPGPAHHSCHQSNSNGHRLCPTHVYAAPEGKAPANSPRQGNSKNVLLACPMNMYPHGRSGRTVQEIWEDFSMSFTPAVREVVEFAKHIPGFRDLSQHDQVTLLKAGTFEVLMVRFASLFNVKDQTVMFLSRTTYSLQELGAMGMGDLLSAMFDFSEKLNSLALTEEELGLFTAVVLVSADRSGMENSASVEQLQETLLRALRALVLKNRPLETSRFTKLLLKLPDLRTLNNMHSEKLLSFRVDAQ
ssDAF-12 act: S. stercoralis DAF-12 nuclear receptor activators, primary screen, cell-based, luminescence, HEK293, GRIP1 co-expression, lit1-tk-luc | Nuclear hormone receptor DAF-12 (Strongyloides stercoralis) | HEK293 ssDAF-12/GRIP1 lit1-tk-luc reporter; % of 3 µM dafachronic acid response | activation, % at 6.8 µM | 370,000 tested, 1% active | AID 652126, 2013;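 active = activation above the mean over all tested compounds plus 3 SD, cut at about 0.9% in these data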;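 also: 0% = DMSO-only wells and 100% = 3 µM delta7-dafachronic acid wells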
* marks the source's active call; other numbers are inactive results; / = not tested or not shown.

(1) CC(/C=N/NC(=O)c1ccc(CN2c3cccc4cccc(c34)S2(=O)=O)cc1)c1ccccc1 (centres undefined)
(2) O=C(Oc1ccccc1)c1ccc(-n2cnnn2)cc1
(3) CCn1c(C)nnc1SCC(=O)NC1CCCC1
(4) CCc1nc(SCC(=O)N2CCc3cc(OC)c(OC)cc3C2)c(C#N)cc1C
(5) CC(=O)NCCNc1nc(NC(C)C)nc2ccsc12
(6) Cc1cc(NC(=O)CCC(=O)N(CCC(C)C)CC(=O)NCC2CCCO2)no1 (centres undefined)
(7) CCOc1ccccc1-c1n[nH]c(=S)o1
(8) COc1ccccc1OCC(=O)NCCCn1ccnc1
Assay by compound	1	2	3	4	5	6	7	8
MBD2 inh	-3	0	4	-4	4	-1	-1	3
PLCg1 inh	-187	0	0	-67	0	1	-17	0
PLCb3 inh	-239	0	0	-84	6	3	-22	3
ADAM17 inh	-47	0	-2	-18	-8	-2	-9	-1
DAX1 inh-1	-1.1	1.2	0.7	-0.7	/	-0.6	-1.5	1.5
DAX1 inh-2	-0.2	0.1	0.1	-0.4	-0.9	0.0	0.1	0.0
hcDAF12 agonist	-3.0	-1.3	1.7	-0.6	0.7	1.3	6.4*	-0.1
SMARCA2 act	-3	0	2	2	-1	1	0	0
hgDAF12 agonist	-2.7	-0.2	4.3	-1.2	1.3	-2.4	3.2	-0.5
NR1D1 modulator	-1	-3	-7	1	2	-1	-3	0
ssDAF-12 act	-1.1	-1.7	-0.6	-1.0	-1.1	-0.9	1.0*	-1.8

(9) CCN(CC)C(=O)CN(c1cccc([N+](=O)[O-])c1)S(=O)(=O)c1ccccc1
(10) Cc1ccc2c(c1C)OC(=O)CC2(C)C
(11) Cc1ccc(C(=O)N2CCN(S(=O)(=O)N3CCOCC3)CC2)cc1
(12) Cc1cccc2sc(NNC(=O)c3ccc(S(=O)(=O)N4CCCC(C)C4)cc3)nc12 (centres undefined)
(13) O=C(CCN1CCCCC1c1cccnc1)NCc1ccccc1 (centres undefined)
(14) COc1ccc(CCNC(=O)c2c(O)c3ccccc3n(C)c2=O)cc1
(15) COc1ccc(C2N=C(c3ccccc3)NO2)cc1OC (centres undefined)
(16) Cc1ccccc1NC(=O)Cc1nnc(SCC(=O)NC2=NCCS2)n1C
Assay by compound	9	10	11	12	13	14	15	16
MBD2 inh	3	-3	-2	0	2	5	-4	3
PLCg1 inh	9	1	3	-203	3	2	-5	-1
PLCb3 inh	-4	-2	0	-243	-3	-1	-13	-6
ADAM17 inh	-3	-6	-6	6	-4	4	-4	-1
DAX1 inh-1	-0.1	0.5	-0.7	-1.2	0.3	1.7	5.9*	-0.8
DAX1 inh-2	-0.1	-0.6	-0.3	-3.3	0.9	0.0	1.6	-0.5
hcDAF12 agonist	0.5	2.5	-2.1	3.1	-1.6	-0.7	6.1*	-0.9
SMARCA2 act	0	-2	-4	-3	1	3	8.6*	-2
hgDAF12 agonist	-2.0	0.0	-3.8	-4.9	-1.0	4.8	14*	-1.7
NR1D1 modulator	0	-3	-1	0	4	6	-2	4
ssDAF-12 act	-1.4	-1.5	-1.4	-0.6	-0.8	-0.5	0.6	-0.9

3 entries from above, set out differently:
nr	SMILES	MBD2 inh	PLCg1 inh	PLCb3 inh	ADAM17 inh	DAX1 inh-1	DAX1 inh-2	hcDAF12 agonist	SMARCA2 act	hgDAF12 agonist	NR1D1 modulator	ssDAF-12 act
13	O=C(CCN1CCCCC1c1cccnc1)NCc1ccccc1 (centres undefined)	2	3	-3	-4	0.3	0.9	-1.6	1	-1.0	4	-0.8
12	Cc1cccc2sc(NNC(=O)c3ccc(S(=O)(=O)N4CCCC(C)C4)cc3)nc12 (centres undefined)	0	-203	-243	6	-1.2	-3.3	3.1	-3	-4.9	0	-0.6
14	COc1ccc(CCNC(=O)c2c(O)c3ccccc3n(C)c2=O)cc1	5	2	-1	4	1.7	0.0	-0.7	3	4.8	6	-0.5

Later entries
(17) C#CCNC(=O)C1=C[C@H](c2csc3ccccc23)[C@@H](CCCO)[C@H](OCC)O1
(18) Cc1n[nH]c(C)c1C(=O)CC1(O)C(=O)N(CCc2ccccc2)c2ccc(Br)cc21 (centres undefined)
(19) CCN(CC)C(=O)COc1ccc(/C(C)=N/NC(=O)c2ccccc2Br)cc1
(20) Cc1nnc(NC(=O)CSc2nnc3c(n2)[nH]c2ccc(Br)cc23)s1
(21) COCC(=O)N(c1ccccc1)C(C)C(=O)OC (centres undefined)
(22) Cc1ccc(-n2ncc3c(NCCCOC(C)C)ncnc32)c(C)c1
(23) CCn1cc(C(=O)NCc2ccco2)c(=O)c2cc(S(=O)(=O)N3CCc4ccccc4C3)ccc21
(24) O=S(=O)(NCc1ccco1)c1ccccc1Br
Assay by compound	17	18	19	20	21	22	23	24
MBD2 inh	10	5	2	-4	-3	-1	-1	-1
PLCg1 inh	1	6	2	4	0	1	-4	-3
PLCb3 inh	-6	4	2	-3	1	2	-7	0
ADAM17 inh	-3	0	3	-2	-1	-2	1	-3
DAX1 inh-1	0.6	-0.2	0.1	0.2	1.3	-0.1	1.6	0.2
DAX1 inh-2	0.3	-0.8	-0.1	-0.2	-0.1	-0.7	-0.4	0.0
hcDAF12 agonist	-3.3	-1.3	0.5	-0.2	1.1	-2.0	1.9	0.6
SMARCA2 act	-2	-4	-2	1	0	1	-2	0
hgDAF12 agonist	0.9	-3.2	0.2	0.8	4.2	-1.9	-1.4	-0.3
NR1D1 modulator	-7	-6	8	-11	1	-6	4	3
ssDAF-12 act	-1.7	-1.8	-1.3	-0.5	-0.7	-1.6	-2.2	-1.0

(25) CC(=O)Nc1ccc2nc(C3CCCCC3)[nH]c2c1
(26) CCOc1ccc(NC(=O)CN(C)C(=O)C2CCCO2)cc1OCC (centres undefined)
(27) O=C(CCSc1ccc(Cl)cc1)NN=C1CCCCCC1
(28) COc1ccc(-c2n[nH]c(=S)n2/N=C/C=C\c2ccccc2OC)cc1
(29) C(=N\N=C\c1ccncc1)/c1ccncc1
(30) NC(CO)c1cn([C@@H](CCC(=O)O)C(=O)N2CCNCC2)nn1 (some centres undefined)
(31) COc1ccc(C(=O)NNC(=O)CNC(=O)C2CCCCC2)cc1
(32) COc1cccc(/C=N/Nc2ccc(Cl)nn2)c1
Assay by compound	25	26	27	28	29	30	31	32
MBD2 inh	6	0	1	1	-4	4	2	1
PLCg1 inh	-6	0	-8	-1	1	2	0	-1
PLCb3 inh	-5	-5	-7	-4	1	1	-15	-5
ADAM17 inh	-9	-1	-1	-2	-5	-4	-7	-2
DAX1 inh-1	-0.3	1.7	-0.3	0.6	0.1	-0.2	-0.2	1.5
DAX1 inh-2	0.0	-0.4	0.0	-0.1	1.0	0.2	-0.6	0.2
hcDAF12 agonist	-0.4	-0.8	-1.0	-3.6	-0.8	-0.7	-1.6	2.2
SMARCA2 act	-2	-3	-1	-1	0	1	-3	3
hgDAF12 agonist	0.5	-0.4	-2.8	2.5	0.5	-1.9	0.8	7.7
NR1D1 modulator	1	2	-4	-4	6	-6	0	0
ssDAF-12 act	-1.3	-1.4	-0.7	-1.1	-1.1	-1.1	-0.9	-0.7

(33) COc1ccc(-n2c(C)nc3cc(C(=O)O)ccc32)cc1
(34) CC(=O)c1ccc(NC(=O)Cn2c3ccccc3c3nc(=O)cc(C)n32)cc1
(35) COCCCN(CC(=O)Nc1ccc(F)cc1)S(=O)(=O)c1cccs1
(36) CCCCn1c(N)c(N(CCOC)C(=O)CSc2nnc(C)n2-c2ccc(OC)cc2)c(=O)[nH]c1=O
(37) CCOC(=O)c1ccccc1NC(=O)c1ccc2nccnc2c1
(38) COc1cc(/C=C2/SC(=O)N(Cc3ccccc3Cl)C2=O)ccc1OCc1ccncc1
(39) C=CCN1C(c2cccc(C(F)(F)F)c2)=CS/C1=C(/C#N)c1nnc(N2CCOCC2)n1-c1ccccc1
(40) CC1(C)C(c2ccccn2)=[N+]([O-])C(C)(C)N1O
(41) CCn1c2ccccc2c2cc(/C=N/NC(=O)c3ccccc3)ccc21
(42) CN(C)C(=O)c1cnc(-c2ccccc2)nc1-c1ccccc1
(43) COc1ccc(C(=O)N2CCN(CCc3ccccc3)CC2)cc1[N+](=O)[O-]
Assay by compound	33	34	35	36	37	38	39	40	41	42	43
MBD2 inh	-6	4	3	-2	3	-2	-1	4	-1	2	-6
PLCg1 inh	3	-9	4	-12	-8	-1	-2	2	-305	0	1
PLCb3 inh	7	-15	-5	-20	-12	4	0	5	-413	-1	-7
ADAM17 inh	4	-7	0	-16	-3	-1	4	-2	-26	-1	-2
DAX1 inh-1	1.8	3.5	-0.4	2.6	-0.4	0.4	-1.4	-0.1	-0.1	-0.4	0.0
DAX1 inh-2	0.5	0.1	1.0	-0.9	-1.7	-0.7	-0.5	0.3	-1.6	0.0	-2.7
hcDAF12 agonist	0.6	4.6	-1.7	0.8	-1.9	-1.0	-1.1	-1.1	-1.0	-0.1	-1.2
SMARCA2 act	-3	-3	1	0	7	-1	-3	-2	7	-2	-1
hgDAF12 agonist	-0.5	2.5	-2.4	0.9	1.5	-2.8	-2.0	0.8	2.2	0.5	-1.4
NR1D1 modulator	3	6	-1	-4	6	-4	0	-2	4	-4	-5
ssDAF-12 act	-0.4	0.1	-1.1	-0.8	-0.7	-0.9	-1.0	-1.4	-1.5	-1.2	-1.4

Screening results from PubChem BioAssay.
